IDE exosite inh: exo-site inhibitors of human insulin-degrading enzyme; P14735; purified IDE, FL-6b probe fluorescence polarization; hits give low values; z-score at 20 µM; actives 6.3% (n = 17,000);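 active means z-score of -3 or lower, meaning strong loss of probe binding signal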;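 further: His-tagged human IDE residues 42-1019 made in E. coli with 30 nM FL-6b probe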
Target sequence (P14735 42-1019 limits assumed): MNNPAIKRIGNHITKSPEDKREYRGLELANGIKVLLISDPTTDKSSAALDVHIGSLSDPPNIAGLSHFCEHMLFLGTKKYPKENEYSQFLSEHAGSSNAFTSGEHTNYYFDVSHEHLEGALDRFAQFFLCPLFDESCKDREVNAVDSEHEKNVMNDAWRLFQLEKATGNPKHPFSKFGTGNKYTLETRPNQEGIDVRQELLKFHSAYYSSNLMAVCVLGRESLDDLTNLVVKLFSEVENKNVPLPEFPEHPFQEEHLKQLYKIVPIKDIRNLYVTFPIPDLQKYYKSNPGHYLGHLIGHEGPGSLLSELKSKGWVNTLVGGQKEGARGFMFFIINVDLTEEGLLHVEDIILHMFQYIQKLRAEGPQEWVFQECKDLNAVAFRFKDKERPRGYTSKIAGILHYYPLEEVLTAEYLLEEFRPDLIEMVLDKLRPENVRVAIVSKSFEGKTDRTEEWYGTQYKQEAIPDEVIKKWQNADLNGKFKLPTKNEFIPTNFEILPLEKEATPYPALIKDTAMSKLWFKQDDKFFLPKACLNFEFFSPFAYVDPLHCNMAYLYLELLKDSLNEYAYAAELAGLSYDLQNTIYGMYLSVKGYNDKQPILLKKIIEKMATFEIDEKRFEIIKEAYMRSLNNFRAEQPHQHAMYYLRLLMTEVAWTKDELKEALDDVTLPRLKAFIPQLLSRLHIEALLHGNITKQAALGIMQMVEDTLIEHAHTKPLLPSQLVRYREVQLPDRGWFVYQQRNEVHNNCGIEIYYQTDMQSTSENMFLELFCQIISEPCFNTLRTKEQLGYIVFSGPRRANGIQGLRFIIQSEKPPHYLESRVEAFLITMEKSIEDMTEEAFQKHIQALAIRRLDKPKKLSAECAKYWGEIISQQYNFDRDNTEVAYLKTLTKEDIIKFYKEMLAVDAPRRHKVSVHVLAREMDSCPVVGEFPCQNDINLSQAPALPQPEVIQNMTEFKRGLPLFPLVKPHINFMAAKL
Numbers without * were called inactive; & = joins results of further samples. This is a subset; rates above refer to the full screens.

SMILES,IDE exosite inh
Cc1ccc(-c2ccccc2[C@H]2[C@@H](CO)N(C(=O)Cc3cccnc3)[C@H]2C#N)cc1,3.1
COc1ccc2c3c(n(C)c2c1)[C@H](CO)N(Cc1ccccc1Cl)CC31CCN(C(=O)CC2CC2)CC1,-4.1*
COCC#Cc1ccc([C@H]2[C@H]3CN(C(=O)CN(C)C)CCCCN3[C@H]2CO)cc1,1.9
O=C(C1CCOCC1)N1C[C@H]2[C@@H](c3ccccc31)[C@@H](CO)N2C(=O)Nc1ccccc1F,2.2
OC[C@H]1[C@@H](c2ccc(C#CC3(O)CCCC3)cc2)[C@H]2CN(Cc3cncnc3)CCCCN21,-1.2
CN(C)C(=O)c1cccc(-c2ccc([C@@H]3[C@@H](CO)N4CCCCN(Cc5cccnc5)C[C@@H]34)cc2)c1,0.25
N#C[C@H]1[C@@H](c2ccccc2-c2cccc(F)c2)[C@@H](CO)N1C(=O)c1cccnc1,-0.19
C[C@@H]1CN([C@H](C)CO)S(=O)(=O)c2ccc(C#CC(C)(C)O)cc2O[C@H]1CN(C)Cc1ccc(F)cc1,-0.42
CCc1csc(N2[C@@H](C#N)[C@@H](c3ccc(C#Cc4ccc(F)cc4)cc3)[C@@H]2CO)n1,-0.13
Cn1cnc(S(=O)(=O)N2C[C@@H](O)COC[C@H]3O[C@@H](CC(=O)NCc4cccc(F)c4)CC[C@@H]32)c1,0.68
CCCNC(=O)NC[C@H]1[C@H](c2ccc(C3=CCCC3)cc2)[C@@H](CO)N1C(=O)CC,1.8
O=C(C[C@@H]1CC[C@@H]2[C@H](COC[C@H](O)CN2C(=O)c2cc(Cl)cc(Cl)c2)O1)N1CCc2ccccc2C1,-0.31
O=C(O)[C@H]1[C@H](CO)[C@H]2Cn3c(cccc3=O)[C@H]2N1C(=O)NC1CCCC1,-0.19
COc1ccc(NC(=O)N2C[C@@H](O)COC[C@@H]3O[C@H](CC(=O)N4CCCCC4)CC[C@H]32)cc1,0.43
COc1ccc(S(=O)(=O)N2CC3(CN(C(=O)CN(C)C)[C@H](CO)c4c3c3ccc(OC)cc3n4C)C2)cc1,1.5
C[C@@H]1CN([C@H](C)CO)C(=O)c2cc(NC(=O)Nc3ccc(C(F)(F)F)cc3)ccc2O[C@@H](C)CCCCO[C@H]1CN(C)S(=O)(=O)c1ccc(Cl)cc1,1.2
C[C@@H](O)C#Cc1ccc([C@H]2[C@H](CO)N3CCCCN(C(=O)c4ccc(F)cc4)C[C@@H]23)cc1,0.66
CCc1nc(N2[C@@H](C#N)[C@@H](c3ccccc3-c3ccc(F)cc3)[C@@H]2CO)sc1C,0.064
COc1cccc(S(=O)(=O)N2C[C@H](O)COC[C@H]3O[C@H](CC(=O)N4CCN(c5ccccc5)CC4)CC[C@@H]32)c1,-2.3
CO[C@@H](CN(C)Cc1nccs1)[C@H](C)CN([C@@H](C)CO)S(=O)(=O)c1ccc(F)cc1,-0.21
COc1cccc(S(=O)(=O)N2C[C@H](O)COC[C@@H]3O[C@H](CC(=O)NCCCN4CCOCC4)CC[C@H]32)c1,1
Cc1ccc(-c2ccc([C@H]3[C@@H](CO)N4C(=O)CN(C(=O)Cc5ccccn5)C[C@@H]34)cc2)cc1,-1.3
Cc1ccccc1S(=O)(=O)N1C[C@H](O)COC[C@H]2O[C@@H](CC(=O)N3CCCCC3)CC[C@@H]21,0.95
COCC(=O)N1[C@@H](CO)[C@@H](c2ccccc2)C12CN(Cc1cc(F)ccc1F)C2,0.2
C/C=C/c1ccc([C@H]2[C@H]3CN(S(=O)(=O)c4ccccc4)CC(=O)N3[C@H]2CO)cc1,0.099
C[C@H]1CC=CC[C@H](c2ccc3c(c2)OCO3)NC(=O)[C@H](C)N(C)C(=O)c2ccccc2O1 (mixture of isomers),-1.8
OC[C@H]1N[C@@H](CNCC2CCC2)[C@@H]1c1ccc(C2=CCCCC2)cc1,-0.19
COc1ccc2c3c([nH]c2c1)[C@@H](CO)N(C)CC31CCN(C(=O)c2ccccn2)CC1,-0.62
CCC(=O)N1CCCCN2[C@H](CO)[C@H](c3ccc(/C=C/c4ccccc4)cc3)[C@@H]2C1,-7.3*
CCNC(=O)c1cc2c(c(-c3cccc(-c4ccccc4F)c3)n1)[C@@H](CCO)N(C(=O)CC1CC1)C2,1.2
C/C=C/c1ccc([C@@H]2[C@H]3CN(Cc4ccc(C)cc4)CC(=O)N3[C@H]2CO)cc1,2
O=C(c1ccc(F)cc1)N1CC(=O)N2[C@H](CO)[C@@H](c3ccc(C#CC4CCCCC4)cc3)[C@@H]2C1,0.27
CS(=O)(=O)N1CCCCN2[C@H](CO)[C@@H](c3ccc(C4=CCCC4)cc3)[C@H]2C1,5.1
O=C(C[C@H]1C=C[C@@H](NC(=O)CCN2CCCCC2)[C@H](CO)O1)Nc1nccs1,-0.15
COc1ccc(NC(=O)N2C[C@@H]3[C@H](c4ccccc42)[C@H](CO)N3Cc2ccccn2)cc1,0.22
Cn1cnc(S(=O)(=O)N2CCCCN3[C@H](CO)[C@@H](c4ccc(-c5cccc(F)c5)cc4)[C@H]3C2)c1,0.035
N#C[C@H]1[C@H](c2ccccc2-c2ccccc2)[C@@H](CO)N1C(=O)Cc1cccnc1,1.5
C[C@@H](NC(=O)C[C@@H]1CC[C@H]2[C@H](COc3ccc(NS(=O)(=O)c4ccc(Cl)cc4)cc3C(=O)N2C)O1)c1ccccc1,-0.68
C/C=C/c1ccc(C2[C@H]3CNC[C@@H]2N3S(=O)(=O)c2cccc(F)c2)cc1 (stereo not given in full),2.1&0.19
O=C(c1cccc(F)c1)N1CCCCN2[C@H](CO)[C@H](c3ccc(C#CC4(O)CCCC4)cc3)[C@@H]2C1,-0.7
COc1ccc(-c2ccc3c(c2)[C@@H]2[C@@H](CCN2C(=O)c2cccc(F)c2)[C@H](CO)N3)cc1,1.3
CCC(=O)N1CCCCN2[C@H](CO)[C@@H](c3ccc(-c4cccc(C#N)c4)cc3)[C@@H]2C1,2.8
CCCN(C[C@H]1N[C@H](CO)[C@@H]1c1ccc(-c2cccnc2)cc1)C(C)=O,-0.77
O=C(C[C@@H]1CC[C@@H]2[C@H](COC[C@@H](O)CN2CCC(F)(F)F)O1)NCC1CC1,1.5
O=S(=O)(c1ccccc1)N1CC2(C1)[C@H](c1ccccc1)[C@@H](CO)N2CC1CCOCC1,-0.65
O=C(C[C@H]1C[C@@H]2c3cc(NC(=O)c4ccc5c(c4)OCO5)ccc3O[C@@H]2[C@H](CO)O1)NCc1ccc(Oc2ccccc2)cc1,-0.3
COc1cccc(-c2ccc3n(c2=O)C[C@@H]2[C@@H](CO)[C@H](C(=O)N(C)C)[C@H]3N2C(=O)c2ccccn2)c1,1.1
C/C=C/c1ccc([C@H]2[C@@H](CO)N3C(=O)CN(C(=O)c4cnccn4)C[C@@H]23)cc1,2.8
COCCNC(=O)C[C@@H]1CC[C@H]2[C@@H](COC[C@@H](O)CN2S(=O)(=O)c2ccccc2F)O1,-1
CC(C)NC(=O)N1[C@@H]2CNc3ccccc3[C@@H]2[C@@H]1CO,1.9
O=C(CN1CCOCC1)N[C@@H]1CC[C@H](CCn2cc(C3CC3)nn2)O[C@@H]1CO,0.45
O=C(c1ccc2c(c1)OCO2)N1C[C@H]2[C@@H](c3ccccc31)[C@H](CO)N2Cc1cccnc1,2.4
COc1cccc(S(=O)(=O)Nc2ccc3c(c2)C(=O)N(C)C[C@H](OC)[C@H](C)CN(Cc2ccccc2F)[C@@H](C)CO3)c1,-0.48&0.77
O=C(C[C@H]1CC[C@H]2[C@@H](COC[C@@H](O)CN2CC2CCOCC2)O1)NCC1CCCCC1,1.1
O=C(C[C@@H]1CC[C@H]2[C@@H](COC[C@@H](O)CN2CCC(F)(F)F)O1)NCC1CC1,-0.71
O=C(Nc1ccccc1)N1CC(=O)N2[C@H](C1)[C@H](c1ccc(C#Cc3cccnc3)cc1)[C@@H]2CO,0.89
OC[C@@H]1[C@H](c2ccc(/C=C/c3ccccc3)cc2)[C@@H]2CN(Cc3cccnc3)CCCCN12,-5.2*
COCC(=O)N1CCCCN2[C@@H](CO)[C@H](c3ccc(C#Cc4cccnc4)cc3)[C@@H]2C1,-6.3*
N#C[C@@H]1[C@H](c2ccc(C#Cc3ccccc3F)cc2)[C@H](CO)N1C(=O)C1CC1,-2.4
C[C@H](CO)N1C[C@H](C)[C@@H](CN(C)S(=O)(=O)c2cn(C)cn2)OCCCC[C@H](C)Oc2ccc(N(C)C)cc2C1=O,-0.33

A few values from the list:
IDE exosite inh result of COc1ccc(-c2ccc3c(c2)[C@@H]2[C@@H](CCN2C(=O)c2cccc(F)c2)[C@H](CO)N3)cc1 : 1.3
IDE exosite inh result of C[C@H]1CC=CC[C@H](c2ccc3c(c2)OCO3)NC(=O)[C@H](C)N(C)C(=O)c2ccccc2O1 (mixture of isomers) : -1.8
IDE exosite inh result of O=C(C1CCOCC1)N1C[C@H]2[C@@H](c3ccccc31)[C@@H](CO)N2C(=O)Nc1ccccc1F : 2.2
IDE exosite inh result of OC[C@H]1[C@@H](c2ccc(C#CC3(O)CCCC3)cc2)[C@H]2CN(Cc3cncnc3)CCCCN21 : -1.2

In a second layout: entries from further up
Compound: COc1ccc2c3c([nH]c2c1)[C@@H](CO)N(C)CC31CCN(C(=O)c2ccccn2)CC1
  IDE exosite inh = -0.62

Compound: CCC(=O)N1CCCCN2[C@H](CO)[C@H](c3ccc(/C=C/c4ccccc4)cc3)[C@@H]2C1
  IDE exosite inh = -7.3*

(further entries)
SMILES,IDE exosite inh
C/C=C/c1ccc([C@@H]2[C@@H](CO)N(Cc3cccc(F)c3)C23CN(C(C)=O)C3)cc1,0.2
CO[C@H]1CN(C)C(=O)c2cc(NC(=O)c3cccc(F)c3)ccc2OC[C@@H](C)N(C)C[C@@H]1C,-0.45
CCC(=O)N1CCCCN2[C@H](CO)[C@H](c3ccc(-c4cccnc4)cc3)[C@@H]2C1,-0.2
CCNC[C@@H]1[C@@H](c2ccccc2)[C@@H](CO)N1C(=O)Cc1ccccn1,-0.97
C/C=C/c1ccc([C@@H]2[C@@H](C#N)N(c3nc(CC)cs3)[C@@H]2CO)cc1,-0.55
O=C1CNC[C@@H]2[C@@H](c3ccc(C4=CCCC4)cc3)[C@@H](CO)N12,0.4
CCCC#Cc1ccc([C@H]2[C@H]3CN(C(=O)c4ccc(F)cc4)CC(=O)N3[C@H]2CO)cc1,-1.1
C[C@H](NC(=O)C[C@H]1CC[C@H]2[C@@H](COc3ccc(NC(=O)C4CCOCC4)cc3C(=O)N2C)O1)c1ccccc1,-0.32
O=S(=O)(c1ccccc1F)N1CC[C@@H]2[C@@H](CO)Nc3ccc(C4=CCCCC4)cc3[C@@H]21,2.8
COc1ccc(S(=O)(=O)N2CCCCN3[C@H](C2)[C@@H](c2ccc(C#CCC(C)C)cc2)[C@@H]3CO)cc1,4.6
O=C(C[C@H]1CC[C@H]2[C@@H](COC[C@H](O)CN2C(=O)c2cnccn2)O1)NCc1ccc(Cl)cc1,-1.3
Cc1noc(C)c1NC(=O)N(C)C[C@@H]1OCc2ccccc2-c2c(n(C)c3ccccc23)C(=O)N([C@H](C)CO)C[C@@H]1C,-0.89
N#C[C@@H]1[C@H](c2ccc(C#Cc3ccc(F)cc3)cc2)[C@@H](CO)N1C(=O)C1CCC1,2.1
COc1cccc(CN2CCCCN3[C@@H](CO)[C@@H](c4ccc(-c5ccccc5OC)cc4)[C@@H]3C2)c1,-1.5
CCS(=O)(=O)N1CC2(CN(Cc3cc(F)ccc3F)[C@@H](CO)c3c2c2ccc(OC)cc2n3C)C1,-0.69
CCC(=O)NC[C@@H]1[C@@H](c2ccc(-c3cccc(F)c3)cc2)[C@@H](CO)N1CC1CC1,0.31
C[C@H]1CN([C@@H](C)CO)C(=O)c2c(c3ccccc3n2C)-c2ccccc2CO[C@@H]1CN(C)C(=O)NC1CCCCC1,-1.6
Cc1ccccc1S(=O)(=O)N1CC(=O)N2[C@H](CO)[C@H](c3ccc(C#CCC(C)C)cc3)[C@@H]2C1,1.2
COc1ccccc1CN1[C@@H]2CNC[C@H]1C2c1ccc(-c2ccc(C#N)cc2)cc1 (stereo not given in full),1.9
CCCC#Cc1ccc([C@H]2[C@@H](CO)N3C(=O)CN(C(=O)c4ccncc4)C[C@@H]23)cc1,3.2
CCCC#Cc1ccc2c(c1)O[C@@H](CN(C)Cc1ccccn1)[C@H](C)CN([C@@H](C)CO)S2(=O)=O,-0.53
O=C(CN1CCOCC1)N1CCCCN2[C@@H](CO)[C@@H](c3ccc(/C=C/c4ccccc4)cc3)[C@@H]2C1,-10*
O=S(=O)(c1ccccc1)N1CC2(C1)[C@H](c1ccccc1)[C@H](CO)N2CCC(F)(F)F,0.52
O=C(NC[C@H]1N[C@H](CO)[C@@H]1c1ccc(C2=CCCC2)cc1)C1CC1,1.3
COc1ccc(CN2[C@H](CO)[C@H]3c4ccccc4N(C(=O)NC(C)C)C[C@H]32)cc1,1.9
CCCN1C[C@H](C)[C@H](OC)CN(C)C(=O)c2ccc(NS(=O)(=O)c3cn(C)cn3)cc2OC[C@H]1C,-0.26
COc1ccc(S(=O)(=O)Nc2ccc3c(c2)C(=O)N([C@@H](C)CO)C[C@@H](C)[C@@H](CN(C)Cc2ccc(C(F)(F)F)cc2)OCCCC[C@H](C)O3)cc1,1.9
CN(C[C@H]1N[C@H](CO)[C@H]1c1ccc(C2=CCCC2)cc1)S(C)(=O)=O,-0.88
CCS(=O)(=O)Nc1ccc2c(c1)C(=O)N(C)[C@@H]1CC[C@@H](CC(=O)NCc3ccc(OC)cc3)O[C@H]1CO2,-0.86
N#C[C@H]1N[C@@H](CO)[C@@H]1c1ccc(C#Cc2ccccc2F)cc1,1
C/C=C/c1ccc([C@H]2[C@@H](CO)N3C(=O)CN(Cc4ccc(C(=O)OC)cc4)C[C@@H]23)cc1,2.3
C[C@@H]1CN([C@@H](C)CO)C(=O)c2cccc(NS(=O)(=O)c3cn(C)cn3)c2O[C@@H]1CN(C)Cc1ccc(Oc2ccccc2)cc1,-0.95
CN1CCN(C(=O)c2cc3c(c(-c4cccc(Br)c4)n2)[C@H](CCO)N([S@@](=O)C(C)(C)C)C3)CC1,-0.32
CN(C)C(=O)c1cccc(-c2ccc([C@@H]3[C@@H](CO)N4CCCCN(CC5CCOCC5)C[C@H]34)cc2)c1,-0.8

From PubChem BioAssay
